# M. tuberculosis GlmU: inhibition of mycobacterial GlmU enzyme – biochemical, glucosamine-1-phosphate acetyltransferase (AID 1376) | 0.25% of 220,000 active | M. tuberculosis GlmU acetyltransferase enzyme assay; higher % means a stronger effect | one-dose inhibition, %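 (tested at 30 µM in the primary screen)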; IC50 in µM for titrated hits | Bifunctional protein GlmU (Mycobacterium tuberculosis (strain ATCC 25618 / H37Rv)); in the data active means inhibition above about 13%;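 further: 0% = complete reaction with vehicle and 100% = reaction without substrate; strong numbers were not always called active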
# RmlCD inh 1536: M. tuberculosis RmlC/RmlD coupled enzyme inhibitors, primary screen, biochemical, compound mixtures, 384-well, from 1536-well plates; dTDP-4-dehydrorhamnose reductase (Mycobacterium tuberculosis (strain ATCC 25618 / H37Rv)) …; RmlC+RmlD coupled enzyme assay, percent inhibition; primary screen in compound mixtures; inhibition, % at 3.6 µM; 0.03% of 160,000 active; AID 1533, 2009; in the data active means inhibition mostly above about 34%, no sharp cut-off; further: some results filed as inactive read as strong as hits
# Target sequence (P9WH09 whole entry, looked up): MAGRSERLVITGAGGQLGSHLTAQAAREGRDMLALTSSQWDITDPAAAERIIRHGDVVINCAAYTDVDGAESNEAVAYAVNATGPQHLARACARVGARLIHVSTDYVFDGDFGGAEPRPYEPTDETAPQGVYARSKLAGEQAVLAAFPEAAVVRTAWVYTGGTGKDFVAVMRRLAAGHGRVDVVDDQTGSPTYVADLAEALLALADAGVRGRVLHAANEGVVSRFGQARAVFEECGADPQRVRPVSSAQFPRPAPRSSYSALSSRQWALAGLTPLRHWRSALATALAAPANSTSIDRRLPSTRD
# Target sequence (P9WH11 whole entry, looked up): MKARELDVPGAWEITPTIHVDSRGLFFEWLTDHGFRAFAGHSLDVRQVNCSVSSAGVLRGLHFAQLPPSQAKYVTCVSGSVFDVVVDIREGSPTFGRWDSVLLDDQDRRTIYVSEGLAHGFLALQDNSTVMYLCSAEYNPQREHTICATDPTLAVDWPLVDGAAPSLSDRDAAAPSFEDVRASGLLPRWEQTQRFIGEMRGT
# Active calls of the source: *; . = no result given.
structure,RmlCD inh 1536,M. tuberculosis GlmU
CCCCn1c(=O)c(CCC(=O)OCC(=O)NCc2ccc(OC)c(OC)c2)nc2ccccc21,9.6,-1.6%
O=C(NC1CCCC1)C1CCN(c2nccs2)CC1,.,0.6%
Cc1ccc(Cn2c(O)c(N=O)c3ccccc32)cc1,-5.7,2.0%
Nc1c(S(=O)(=O)c2ccccc2)c2nc3ccccc3nc2n1/N=C/c1cccc(O)c1,-8.5,1.7%
Nc1nc(CN2CCN(c3ccccn3)CC2)nc(Nc2ccc(Cl)cc2)n1,11.7,-6.2%
Cn1c(N)c(C(=O)CN2CCc3ccccc3C2)c(=O)n(C)c1=O,-10.1,1.3%
CCc1nnc(NC(=O)CCn2cnc3ccccc3c2=O)s1,-13.0,1.5%
CC(NC(=O)c1ccccc1)c1nnc(SCc2nc3ccccc3c(=O)[nH]2)n1C (stereo unspecified),-14.7,7.6%
CCn1c(NC(C)=O)nc2ccccc21,.,-1.2%
COCCN1C(=O)c2cc(C(=O)Nc3ccc(OC)c(OC)c3)ccc2C1Nc1ccc(OC)c(OC)c1 (stereo unspecified),5.7,0.1%
COc1ccc(-c2ccc(/C=C(\NC(=O)c3ccccc3)C(=O)N3CCOCC3)o2)cc1,-8.9,8.0%
COC(=O)c1sccc1NC(=O)CNC(=O)c1ccccc1,7.1,-4.5%
Cc1cc(C)n2nc(C(=O)NCc3cccc(C(F)(F)F)c3)nc2n1,-12.8,9.0%
Cc1ccc(C=Nc2ccccc2C(=O)Nc2ccccc2)cc1,-9.5,-3.8%
C=CCn1c(-c2csc(-c3ccccc3)n2)n[nH]c1=S,9.9,1.0%
Cn1c(C(=O)NCc2ccccn2)cc2c(=O)n3ccccc3nc21,.,-2.1%
Cc1cc(NC(=O)Cn2nnc(-c3ccccc3N)n2)no1,-3.2,-3.7%
CCOC(=O)NC(=O)CSc1ccc(C)cc1C,13.2,2.9%
c1ccc2[nH]c(NC3=NCCC3)nc2c1,-11.8,-3.3%
NC(N)=N/N=C/c1ccc(OCc2ccccc2)cc1,6.3,-13.2%
CCOc1ccc(C(=O)Nc2ccccc2CC)cc1[N+](=O)[O-],9.7,1.4%
CNC(=O)NC(=S)NC(=O)c1ccccc1Cl,-6.7,5.1%
Cc1ccc(N=Cc2ccc(O)cc2O)cc1F,3.3,-1.8%
CC(=O)NC(NC(=S)N1CCCCCC1)C(Cl)(Cl)Cl (stereo unspecified),.,-5.3%
CN1/C(=C\C(=O)c2cccnc2)Sc2ccccc21,3.2,8.4%
CCCCCCOc1ccc(N2C(=O)CC(N3CCN(CCN=CC4C(=O)CC(C)(C)CC4=O)CC3)C2=O)cc1 (stereo unspecified),-2.9,-7.2%
CCCC[C@@H]1CNC(=O)C(=O)N1CCCc1cc(OC)c(OC)c(OC)c1,-9.9,1.5%
Cc1cc(=S)cc(C)n1CCO,.,1.2%
CCOc1ccc(NC(=O)CN(C)c2ccc(S(=O)(=O)N3CCOCC3)cn2)cc1OCC,-4.2,1.2%
CN1C(=O)/C(=C\c2ccc(N3CCCCC3)o2)C(=O)NC1=S,32.6,1.0%
CC(=O)c1ccc(-n2cc(-c3ccc(C(C)(C)C)cc3)[n+]3c2SCCC3)cc1,-2.6,-10.6%
Cc1ccc2nc(/C(C#N)=C\c3ccc(Oc4ccc([N+](=O)[O-])cn4)cc3)[nH]c2c1,3.7,1.8%
COC(=O)C1(C)Nc2ccccc2C(=O)N1c1ccccc1C (stereo unspecified),9.5,1.4%
CCOC(=O)N1CCN(C(=O)c2ccccc2N(C)S(C)(=O)=O)CC1,8.9,-5.0%
CCSCc1nnc(SCC(=O)Nc2nc3ccccc3s2)n1C,18.8,-2.4%
Cc1ccccc1Cn1ccc(=NCc2ccccc2)cc1,-8.6,-4.1%
CCN(CC)CCCN1C(=O)C(O)=C(C(=O)c2sc(C)nc2C)C1c1ccco1 (stereo unspecified),-0.7,4.8%
CC(C)Cc1cc(CN2CCC(CO)(Cc3ccccc3)CC2)[nH]n1,9.6,-2.0%
Clc1ccc(/C=N/Nc2nn[nH]n2)cc1,-7.6,2.0%
Cc1cc2c(N3CCCCC3C)ncnc2s1 (stereo unspecified),.,1.5%
CCC1(C(=O)c2ccc(Cl)cc2)C2c3ccccc3OC(=O)C21C(=O)Nc1ccccc1 (stereo unspecified),-3.4,1.4%
O=C(C[n+]1ccccc1)N/N=C/c1ccc(O)cc1,5.2,-7.1%
CCC1C(=O)N=C(SCC(=O)NC2CCCCC2)NC1=O (stereo unspecified),-7.5,3.4%
CCOc1ccccc1NC(=O)C(CC(C)C)NC(=O)C1CCCCC1 (stereo unspecified),7.8,6.1%
Cc1c(Br)c(C(F)(F)F)nn1CC(=O)NCc1ccccc1,-11.2,-2.5%
CC1CCCCN1S(=O)(=O)c1ccc(NC(=O)c2cccc(-n3cnnn3)c2)cc1 (stereo unspecified),-6.2,3.6%
Cc1ccccc1C(=O)c1cccn1CC(=O)NCc1ccc(Cl)cc1,4.1,-1.5%
COc1ccc(C(=O)O)c(O)c1,.,1.1%
CC1(C)CC(=O)C=C(Nc2ccc(C(=O)O)cc2)C1,.,3.6%
COCCNC(=S)N1CCC(NC(=O)Nc2ccc(C)cc2)CC1,1.5,6.5%

# Next part
structure,RmlCD inh 1536,M. tuberculosis GlmU
CSc1nnc2c(n1)OC(C)N(C(=O)c1ccccc1)c1ccccc1-2 (stereo unspecified),49.2,-5.1%
Cc1ccc(S(=O)(=O)C2C(=O)N(C)C3(C)CC2c2ccccc2O3)cc1C (stereo unspecified),-4.4,0.3%
Cc1ccc(-c2ccc(C(=O)NCc3ccc(Cl)cc3)o2)c2ccccc12,.,0.0%
Cc1ccc(CNC(=O)c2csc3c2CCCCC3)cc1,.,-3.4%
Cc1nonc1NC(=O)CSc1nc(C2CCCCC2)nc2ccccc12,5.4,-4.0%
COCCNc1c(-c2ccc(OC)c(OC)c2)nc2ccc(Cl)cn12,-7.3,0.2%
COc1ccc(-n2cc(-c3ccccc3)c3c(N4CCOCC4)ncnc32)cc1,3.7,-5.9%
CN(c1ccccc1)S(=O)(=O)c1ccc(C(=O)Nc2nnc(-c3ccc(F)cc3)o2)cc1,27.7,-4.0%
N#Cc1nc(Cc2ccccc2)oc1NCCc1ccccc1,4.1,-0.3%
Cc1ccc2nc(NC(=O)C3CCN(S(=O)(=O)c4cccc5nsnc45)CC3)sc2c1,13.1,-2.4%
CCOc1ccc(NC(=O)[C@@H](NC(=O)OCc2ccccc2)[C@@H](C)CC)cc1,.,-3.4%
Cn1c(=O)c2c(nc(N3CCOCC3)n2CCCNC2=NCCC2)n(C)c1=O,-7.2,-0.6%
C=CCc1cc(Cl)ccc1OCCOCCNCCOC,-7.8,-1.9%
N#Cc1ccc(/C=C\c2nccc3c2[nH]c2ccccc23)cc1,2.6,-2.6%
CC(=O)c1c(C)[n+]([O-])c2ccc3c(non3O)c12,9.4,0.6%
COc1cc(NC(=O)c2cccs2)c(C(=O)OCC(=O)c2cc(C)n(-c3ccc(F)cc3)c2C)cc1OC,.,3.3%
C=CCCCCc1nc2ccccc2c(=O)n1N,14.2,4.5%
O=C(Cn1cc(C(=S)N2CCOCC2)c2ccccc21)N1CCOCC1,12.5,0.8%
O=C(Nc1ccc2c(c1)OCCO2)C1CCN(c2nnnn2-c2ccccc2)CC1,.,4.3%
O=C(COC(=O)/C=C/c1ccc(F)cc1)Nc1ccccc1-c1ccccc1,.,1.2%
O=c1[nH]c2cc3c(cc2cc1CN(Cc1ccccc1)Cc1nnnn1Cc1ccco1)OCCO3,-7.2,0.2%
CC1CC(C)CN(C(=O)CSCC(=O)O)C1 (stereo unspecified),.,-5.1%
COCCCNC(=O)c1ccccc1Sc1ccc(NC(C)=O)nc1,0.0,-2.1%
CN(CCCNC(=O)c1cc2c(Cl)nc3ccccc3c2s1)Cc1ccccc1,6.7,-6.5%
CCCn1c(SCC(=O)N2CCCCC2)nnc1-c1ccco1,.,-0.1%
COc1ccccc1/C=C/C1(C(=O)NC2CCCC2)CC(=O)N1c1ccc(F)cc1 (stereo unspecified),.,-2.1%
Cc1cccc(NC(=O)/C(=C\c2ccco2)NC(=O)c2ccccc2)c1,6.6,3.1%
N#Cc1nc(COc2ccc(Cl)cc2)oc1N1CCCC1,4.4,12.3%
C=COCCn1c(-c2nonc2N)nc2ccccc21,.,3.5%
CCCCc1ccc(C2C(C#N)=C(N)SC(N)=C2C#N)s1,32.1,-1.1%
CCN(CC)c1ccc(/C=C(\C#N)C(N)=O)cc1,-2.5,0.9%
CCn1nnnc1SCC(=O)NC1CCCC1,3.5,2.0%
C/C(=N\NC(=O)CN1CCOCC1)C(C)(C)C,.,0.1%
Cn1c(=O)c(C(=O)CN2CCN(S(=O)(=O)c3ccccc3)CC2)c(N)n(Cc2ccccc2)c1=O,4.2,1.6%
Cc1ccc(OCC(=O)Nn2cnc3ccccc32)cc1,5.9,5.1%
CC(C)CCn1c(Oc2ccc(Cl)cc2)nc2c1c(=O)n(C)c(=O)n2C,-57.1,-3.6%
Cc1ccc2nc(-c3ccccc3)cc(C(=O)N3CCc4ccccc4C3)c2c1,15.8,.
N=C1C(c2nc(-c3ccc(Cl)cc3)cs2)=C(O)CN1NC(=O)c1ccc(O)cc1,-9.8,3.4%
CCc1cccc(C)c1NC(=O)c1cc(C)oc1C,.,2.2%
CCCCNC(=O)c1sc(=S)n2c1[nH]c(=O)c1ccccc12,1.8,5.2%
Cc1cccc(C)c1NC(=S)/C(=C(\[O-])c1cccs1)[n+]1ccccc1,-7.8,5.6%
Cc1ccc(S(=O)(=O)N(CCC(=O)O)Cc2ccc(Cl)cc2)cc1,55.3,5.4%
O=C(c1ccc(Cl)cc1Cl)C1(n2cncn2)Oc2ccccc2C1O (stereo unspecified),-5.6,2.5%
CCc1ccc(/C=C/c2c[nH]c3ccccc23)[n+](CC)c1,5.0,3.7%
O=S(=O)(NCCCCCNS(=O)(=O)c1ccccc1)c1ccccc1,-9.0,3.3%
O=C(NCC(F)(F)F)Nc1nnc(C(F)(F)F)s1,.,-3.4%
COc1ccc(CCNC(=O)CN2CCN(Cc3ccccc3F)C2=O)cc1OC,15.3,1.4%
CCn1c(SCC(=O)N2CCCc3ccccc32)nnc1-c1ccco1,7.1,0.7%
COC(=O)c1ccc(CSc2nc(-c3ccccc3)cs2)o1,12.6,-3.3%
COc1ccc(OC)c(S(=O)(=O)N(C)CC(=O)N2CCN(c3ccc(F)cc3)CC2)c1,-6.0,-5.5%

# Next results:
structure,RmlCD inh 1536,M. tuberculosis GlmU
Cc1nc2nc(-c3ccc(Cl)cc3)cn2nc1C,-0.5,.
CCOc1ccc(-c2nnn(CC#N)n2)cc1OC,.,0.9%
Cc1ccc2cc(C)c3nnc(SCC(=O)N4CCCc5ccccc54)n3c2c1C,10.4,.
Cc1ccc(S(=O)(=O)C2(C(=O)N3CCCCCC3)CC2)cc1,-2.6,5.7%
O=c1c2ccccc2sc2ccc(NCCCN3CCOCC3)cc12,.,4.8%
NS(=O)(=O)c1ccc(CCNC(=O)c2cccnc2)cc1,-1.4,3.7%
O=C(c1ccc(S(=O)(=O)c2ccccc2)cc1)N1CCc2ccccc2C1,-6.3,1.5%
CCOC(=O)/C(=N\Nc1ccccc1Cl)N1CCN(c2ccccc2OC)CC1,0.6,0.6%
CC(C)n1c(=O)c(C=Nc2ccc(F)cc2)c(O)n(Cc2ccco2)c1=O,.,-2.6%
COc1ccc(C(=O)NC(=S)N2CCCCC2)cc1[N+](=O)[O-],-12.2,3.6%
Cn1c(O)c(C=NCCN2CCNCC2)c(=O)n(C)c1=O,.,-4.6%
O=C(Cc1ccc(Br)cc1)N1CCN(Cc2ccccc2)CC1,.,-0.8%
CCCOC(=O)c1[nH]c2c(c1C)C(=O)CC(c1cccs1)C2 (stereo unspecified),1.4,-6.7%
Cc1ccc(C(=O)NCC(=O)OCC(=O)c2ccc3c(c2)OCCO3)cc1C,.,0.3%
O=C(Nc1ccc(O)cc1)c1cccc(Oc2ccc([N+](=O)[O-])cc2)c1,-10.4,-3.0%
COC(=O)C1=C(C(=O)c2ccccc2)C(c2ccc(O)c(OC)c2)n2nnnc2N1 (stereo unspecified),.,-2.9%
NNC(=O)c1cnn(Cc2ccccc2)c1N,-5.2,-1.1%
Cn1c(SCC(=O)c2ccc(F)cc2)nnc1-c1ccccn1,-3.9,-1.9%

# Screening data: PubChem BioAssay, several laboratories

# This is a subset. The share of hits here may be higher or lower than overall.
